MEP2-GFP yeast – yeast TOR pathway MEP2-GFP modulation; actives 0.51% (n = 330,000); S. cerevisiae MEP2-GFP strain, flow cytometry GFP, 3 h; 100% = DMSO control level; GFP response vs DMSO, % at 10 µM;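 active means GFP response versus DMSO above a set limit, roughly screen mean plus 3 SD, cut at about 180% in these data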;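 further: median GFP fluorescence of the barcode-gated MEP2-GFP cells per well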
LAP4-GFP MLPCN – alters LAP4-GFP fluorescence in TOR pathway yeast screen; S. cerevisiae LAP4-GFP multiplex, flow cytometry GFP, 3 h; median GFP as percent of DMSO wells; GFP response vs DMSO, % at 10 µM; actives 0.34% (n = 320,000); AID 2023;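 active means GFP response vs DMSO above a set limit, about the screen mean plus 3 SD, cut at about 150% in these data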
procasp3 activ – procaspase-3 (human) activation; activation, % at 8.5 µM; actives 0.11% (n = 330,000); AID 463141; P42574; recombinant procaspase-3 D3A, Ac-DEVD-pNA absorbance 405 nm;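 active means activation above the mean of all tested compounds plus 3 SD, cut at about 21% in these data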;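 further: 0% = DMSO alone and 100% = DMSO wells spiked with extra 5 µM PC-3 D3A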
Target sequence (P42574 whole entry D9A/D28A/D175A): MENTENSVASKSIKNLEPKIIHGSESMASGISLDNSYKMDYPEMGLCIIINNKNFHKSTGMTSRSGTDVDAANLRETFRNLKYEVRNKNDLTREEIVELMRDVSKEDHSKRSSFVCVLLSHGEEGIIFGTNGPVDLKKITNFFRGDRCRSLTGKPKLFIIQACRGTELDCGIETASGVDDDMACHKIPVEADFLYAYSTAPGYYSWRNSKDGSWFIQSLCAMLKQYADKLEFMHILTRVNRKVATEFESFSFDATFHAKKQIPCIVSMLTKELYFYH
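Assay system – Procaspase-3 D3A mutant, all three cleavage aspartates alanine · Controls – DMSO-only low control, 5 µM PC-3 D3A high control · Schedule – 1 h compound preincubation, 2 h substrate hydrolysis at 25 °C · Signal – 405 nm absorbance of p-nitroaniline, reads at 0 and 120 min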
Yeast superoxide – caloric restriction mimetics inhibiting age-related superoxide in yeast | S. cerevisiae aged cells, superoxide DHE fluorescence; active compounds read low | superoxide response (% of plate mean), % at 10 µM | actives 0.18% (n = 330,000) | AID 2690;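 active means superoxide response under a set limit, about three screen SD below normal, cut at about 65% in these data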;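 further: yeast aged for seven days with compound at 30 °C before DHE staining; 100% = average MFI of all compound-treated wells on the plate with controls excluded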
AHR act – activates the human aryl hydrocarbon receptor; P35869; AHR-responsive luciferase reporter cells, luminescence; activation, % at 5 µM; actives 2.5% (n = 320,000); AID 2796; in the data active means activation above about 47%;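 further: 0% = vehicle wells and 100% = reference agonist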
Target sequence (P35869 whole entry, looked up): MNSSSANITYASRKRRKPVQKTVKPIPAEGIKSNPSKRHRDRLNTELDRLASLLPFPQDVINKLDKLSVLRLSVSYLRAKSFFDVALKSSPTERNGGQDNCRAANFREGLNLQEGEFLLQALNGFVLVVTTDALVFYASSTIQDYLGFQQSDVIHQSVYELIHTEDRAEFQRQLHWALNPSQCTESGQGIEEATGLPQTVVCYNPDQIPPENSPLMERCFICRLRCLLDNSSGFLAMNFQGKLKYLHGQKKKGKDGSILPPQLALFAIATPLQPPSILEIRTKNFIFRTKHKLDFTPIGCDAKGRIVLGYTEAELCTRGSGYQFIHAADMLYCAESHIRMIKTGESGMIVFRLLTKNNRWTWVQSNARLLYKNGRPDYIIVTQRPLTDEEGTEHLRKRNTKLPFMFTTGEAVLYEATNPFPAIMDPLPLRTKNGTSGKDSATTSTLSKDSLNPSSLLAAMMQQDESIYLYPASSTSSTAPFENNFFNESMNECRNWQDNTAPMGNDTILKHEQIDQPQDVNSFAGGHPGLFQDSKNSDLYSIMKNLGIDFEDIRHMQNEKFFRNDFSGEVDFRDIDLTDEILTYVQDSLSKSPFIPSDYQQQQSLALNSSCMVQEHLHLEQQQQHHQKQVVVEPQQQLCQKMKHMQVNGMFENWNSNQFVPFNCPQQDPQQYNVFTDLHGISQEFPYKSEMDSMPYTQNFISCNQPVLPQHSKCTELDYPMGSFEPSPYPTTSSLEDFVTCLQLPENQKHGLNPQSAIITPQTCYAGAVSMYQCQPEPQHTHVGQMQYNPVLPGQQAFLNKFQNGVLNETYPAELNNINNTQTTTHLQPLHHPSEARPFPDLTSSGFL
RPL19A-GFP yeast – yeast TOR pathway RPL19A-GFP modulation; actives 0.3% (n = 330,000); AID 2025; percent response vs DMSO, % at 10 µM; S. cerevisiae RPL19A-GFP strain, flow cytometry, 3 h; active compounds read low;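 active means percent response vs DMSO below 50%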;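 further: median channel GFP fluorescence of the barcoded RPL19A-GFP strain; ratio of sample median GFP to plate DMSO average so 100% = DMSO; lower means less RPL19A-GFP as with rapamycin TOR inhibition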
GASC-1 inh – blocks human GASC-1 demethylase activity | Q9H3R0 | inhibition, % at 2.35 µM | actives 0.069% (n = 330,000) | GST-JMJD2C(1-420) H3K9me3 demethylation, DELFIA europium;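 active means more than half of a compound's replicate wells show inhibition beyond 50%, single wells judged on their own value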;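 further: signal counts dimethyl H3K9 product captured on neutravidin plate; 0% = median of DMSO wells and 100% = 0.3 times that DMSO median; strong numbers were not always called active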
procasp7 counter – counter-screen: procaspase-7 (human) activation. P55210. recombinant procaspase-7, Ac-DEVD-pNA absorbance 405 nm; D23A/D198A/D206A triple mutant, cannot self-cleave; scale: DMSO 0, 5 µM enzyme 100. activation, % at 8.5 µM. actives 0.093% (n = 330,000). AID 463210;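 active means percent activation above the screen-wide mean plus 3 SD, cut at about 25% in these data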
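Material: Procaspase-7 triple mutant (PC-7 D3A) | Quantity: 2 µM procaspase-7 mutant as dispensed | Reagent: DEVD-pNA substrate | Times: 1 h preincubation, 2 h reaction | Technique: 405 nm absorbance of p-nitroaniline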
* = called active by the depositor; i = inactive; · = no result given.

Fields – MEP2-GFP yeast	LAP4-GFP MLPCN	procasp3 activ	Yeast superoxide	AHR act	RPL19A-GFP yeast	GASC-1 inh	procasp7 counter
> COc1ccccc1CNC(=O)C1CC2Cn3c(nc4cc(C)c(C)cc43)C2N1C (stereo not drawn)
→ 86.8	128.0	5.2	91.9	-4.5	91.2	-20.3	-5.7
> CCCCn1c(N)c(N(CC)C(=O)Cc2ccc(S(=O)(=O)N3CCOCC3)s2)c(=O)[nH]c1=O
→ 108.3	105.7	2.7	101.9	-3.0	100.8	0.4	-2.3
> Cc1ccc(NC(=S)N(CCN(C)C)Cc2cc3cc(C)cc(C)c3[nH]c2=O)cc1
→ 106.7	103.3	5.3	103.5	22.9	105.0	0.9	-5.3
> Cc1cccc(C)c1NC(=O)COC(=O)c1cccnc1
→ 93.8	88.5	-4.5	91.5	-0.2	101.0	11.7	5.3
> CCN(CC(=O)NCc1cccs1)C(=O)c1cccc(S(=O)(=O)Nc2ccccc2Cl)c1
→ 73.4	91.8	11.6	97.3	1.9	89.5	8.8	-8.3
> COCCOC(=O)C1=C(C)OC(N)=C(C#N)C1c1ccco1 (stereo not drawn)
→ 99.2	110.9	0.7	83.7	0.8	101.4	-4.2	6.2
> COc1ccc(C)cc1NC(=O)c1cnc2n(c1=O)CCS2
→ 101.8	104.1	3.1	111.1	23.6	95.1	-1.8	4.6
> Nc1cc(S(=O)(=O)N2CCCCC2)ccc1Oc1ccc(Cl)cc1
→ 105.4	94.3	-0.9	113.3	-1.3	107.7	13.1	3.6
> O=C(NNC(=O)c1ccccc1C(=O)O)c1cc2ccccc2o1
→ 94.6	97.9	6.5	92.4	8.2	95.5	-2.2	0.1
> O=C(Nc1nc(-c2ccccn2)cs1)Nc1ccc(F)cc1F
→ 96.8	96.5	-20.4	83.6	-1.0	91.9	9.5	-16.9
> CC1CC(C)CN(C(=O)Cn2c(=O)n(CCCCC(=O)NCc3ccco3)c(=O)c3ccccc32)C1 (stereo not drawn)
→ 94.3	96.8	-6.9	92.8	4.3	96.3	-7.9	-6.0
> COc1ccc(C(=O)NCc2nnc(SCC(=O)N3CCCCCC3)o2)cc1OC
→ 92.1	90.2	4.6	87.6	0.3	96.9	-0.5	5.5
> Cc1ccc(/C=N/NC(=O)c2cc(C)oc2C)cc1
→ 94.3	105.8	5.7	102.9	42.7	97.4	-25.8	4.5
> CC(C(=O)Nc1ccc([N+](=O)[O-])cc1)N1CCN(C/C=C/c2ccccc2)CC1 (stereo not drawn)
→ 109.1	97.6	7.6	109.4	7.0	106.2	-4.9	-5.0
> COc1ccc(CCC(=O)Nc2ccc(C(=O)c3ccncc3)cc2)cc1
→ 103.4	97.9	·	96.3	·	100.7	11.3	·
> O=C1c2ccccc2C(O)(c2ccccc2)N1c1ccncc1 (stereo not drawn)
→ 103.2	85.9	-7.2	109.3	3.7	103.3	9.5	-14.9
> O=Cc1cn(CC(=O)N2CCc3ccccc32)c2ccccc12
→ 97.3	100.5	0.9	117.7	-4.3	103.1	0.5	-2.2
> COc1ccc(C(=O)c2ccc(Cl)c([N+](=O)[O-])c2)cc1
→ 111.8	100.5	-0.6	96.5	9.2	105.9	0.0	-7.3
> CCOc1ccc(NCCC#N)cc1
→ 99.2	97.9	-1.9	95.8	-0.4	97.8	7.3	-3.0
> COc1cc(/C=C2\CCC/C(=C\c3ccc(O)c(OC)c3)C2=O)ccc1O
→ 107.8	89.8	-1.9	103.1	-1.7	106.0	5.9	-6.8
> CCOC(=O)COn1c(=O)c(C)[n+]([O-])c2ccccc21
→ 100.7	87.6	-6.2	90.3	12.0	92.3	4.0	-7.4
> COc1ccccc1CN1[C@@H](CC(C)=O)c2cc(C(F)(F)F)ccc2S1(=O)=O
→ 83.5	87.2	3.4	96.0	2.9	91.3	10.7	11.9
> Cc1cc(C)cc(OCC(=O)OCc2cc([N+](=O)[O-])cc3c2OCOC3)c1
→ 103.0	107.3	4.5	90.7	-0.9	99.7	6.9	-2.0
> CCCCCCCn1c(=O)c(C(=O)OC)c(N)c2ccccc21
→ 106.1	108.9	-4.2	107.3	9.9	95.9	12.5	-2.5
> CC1CCCC(NC(=O)COC(=O)/C=C/c2ccc(S(=O)(=O)N3CCOCC3)cc2)C1C (stereo not drawn)
→ 103.6	105.7	4.7	117.5	0.8	98.4	-1.3	-0.6
> O=C(NCCN1CCCCCC1)C1CC(=O)N(CCc2ccccc2)C1 (stereo not drawn)
→ 98.3	110.0	-1.8	108.3	-1.0	98.6	1.9	0.4
> O=C(O)c1cc(Cl)c(Cl)cc1C(=O)Nc1cccc2ncccc12
→ 107.3	92.0	-3.0	95.8	9.6	106.3	-8.5	3.8
> CC(=O)Nc1c(-c2ccccc2Cl)c(=O)c2ccccc2n1C
→ 105.7	104.1	6.9	105.2	3.9	106.8	8.9	-1.0
> O=C(c1ccccc1F)N(Cc1ccc2c(c1)OCO2)Cc1cc2cc3c(cc2n2nnnc12)OCO3
→ 97.5	96.0	4.6	98.1	4.1	91.1	8.5	2.4
> CCOC(=O)N1CCN(C(=O)c2ccc(S(=O)(=O)NCc3ccco3)cc2)CC1
→ 107.6	105.3	-6.0	106.5	1.2	103.0	-4.4	-3.6
> C=CCn1c(COc2cccc3ccc(C)nc23)nnc1SCC(N)=O
→ 101.6	95.8	0.7	86.0	3.1	100.2	-12.7	4.5
> O=C(Nc1cccc(-c2cn3ccccc3n2)c1)c1cnccn1
→ 103.4	101.5	-0.9	96.2	46.0	103.6	-5.9	1.5
> COc1ccc(-n2c(-c3ccc(Br)cc3)c[n+]3c2CCC3)cc1
→ 95.9	103.6	5.3	91.6	1.6	95.7	2.7	1.8
> Cc1nnc(NC(=O)C2CCCN(S(=O)(=O)Cc3ccccc3)C2)s1 (stereo not drawn)
→ 99.7	93.5	3.0	87.9	-0.3	98.1	3.5	5.2
> CCCCNC(=O)CSc1nc2ccc(NC(=O)CSc3nnc(N)s3)cc2s1
→ 99.6	100.3	-9.6	92.1	6.0	98.5	3.4	7.8
> N#C/C(=C(/O)CN1CCOCC1)c1nc(-c2ccccc2)cs1
→ 101.5	92.7	-5.6	83.2	5.8	94.0	-28.9	-3.8
> COc1ccc(CCN2CC(C(=O)N(C)C3CCOCC3)CCC2=O)cc1 (stereo not drawn)
→ 96.3	87.9	1.5	94.6	-2.1	97.9	-3.1	7.0
> Cc1cccc2c(C(=O)O)c3cccc(C)c3nc12
→ 100.9	110.2	-2.8	113.8	0.1	101.2	10.5	4.2
> CCOc1ccc(S(=O)(=O)N2CCN(C(=O)c3cc4ccccc4o3)CC2)cc1
→ 107.4	100.4	7.9	88.7	-2.3	102.0	5.2	0.5
> CCCn1c(C(O)c2cc(OC)ccc2OC)nc2ccccc21 (stereo not drawn)
→ 90.9	·	6.4	83.4	2.8	99.6	-25.1	-1.0
> Cc1ccc(N2CCN(c3ccc(C)cc3)C(CC(=O)O)C2=O)cc1 (stereo not drawn)
→ 96.8	91.4	-12.4	104.1	-0.2	99.7	-9.2	0.1
> CCc1nn(CCCC(=O)N2CCN(c3ccc(OC)cc3)CC2)c(=O)c2cc3occc3n12
→ 99.6	91.1	-8.1	94.8	-1.4	101.1	9.5	12.9
> C/C(=N\NC(=O)c1ccncc1)c1ccc(NC(=O)c2ccc(Cl)cc2)cc1
→ 82.7	99.8	6.0	94.3	2.2	87.7	2.3	-1.6
> O=C(Nc1ccc(C(=O)NCc2ccc(F)cc2)cc1)C1=CSCCO1
→ 94.2	88.8	5.8	95.8	-3.2	93.0	19.2	12.5
> CC1CC(C)(C)CC2(C1)NC(=O)N(CC(=O)N1CCN(S(=O)(=O)c3cccc(F)c3)CC1)C2=O (stereo not drawn)
→ 99.0	90.6	4.1	78.9	-0.3	102.0	2.8	-1.9
> O=C(CSc1n[nH]c(-c2ccccc2O)n1)N1CCCc2ccccc21
→ 101.5	98.2	2.3	98.7	9.8	98.0	61.3	-0.3
> O=C(NC1=NCCS1)c1ccc(Br)s1
→ 108.6	104.9	0.9	104.4	10.6	103.6	-6.0	7.5
> O=C(Cn1nc(C(F)F)cc1C1CC1)N1CCCC1
→ 104.7	93.0	17.1	99.5	-2.4	102.7	i	-7.5
> Cc1cc(C)n(CCNC(=O)c2ccc3c(c2)OCO3)n1
→ 97.4	88.0	-4.6	99.1	11.2	99.6	0.1	2.2
> O=S(=O)(Cc1ccc(Cl)cc1)C1CCCCC1O (stereo not drawn)
→ 97.4	109.7	2.5	88.9	-2.5	106.7	-30.0	13.5
> COc1ccc(C(=S)NC2CCCCC2)cc1
→ 94.9	96.0	0.4	86.2	3.0	90.0	-12.9	-10.7
> CCCc1cc(=O)[nH]c(SCC(=O)NC(=O)OCC)n1
→ 105.0	106.2	-4.3	110.3	2.4	100.2	-4.2	1.8
> O=C1c2ccccc2C(=O)N1CCc1nc2ccccc2c(=O)n1Cc1ccco1
→ 106.7	91.9	0.3	107.6	0.4	101.7	13.5	0.7
> CCOC(=O)CCCNC(=O)CN1C(=O)NC(CCc2ccccc2)C1=O (stereo not drawn)
→ 101.4	103.3	0.2	85.8	3.5	99.4	0.5	6.0
> COCCC(=O)N1CCC(Oc2ccc(C(=O)N(C)CCCC3CCCC3)cc2)CC1
→ 98.3	94.0	6.5	96.0	5.2	98.1	-21.0	-3.3
> CN(Cc1nc(-c2cccnc2)no1)S(=O)(=O)c1ccccc1
→ 98.8	103.0	5.1	97.2	2.9	96.3	6.6	1.6
> CC(=O)c1cccc(NC(=O)COC(=O)c2n[nH]c3ccccc23)c1
→ 107.6	99.4	-4.5	84.9	2.8	110.2	4.8	-4.0
> CC1(C)CC2CC(C)(CN2/C=N/c2sc3c(c2C#N)CC(C)(C)NC3(C)C)C1 (stereo not drawn)
→ 99.4	110.0	-10.9	103.6	-0.1	96.6	-1.5	0.9
> COCCN(C(=O)COC(=O)/C=C/c1cccc(C(F)(F)F)c1)c1c(N)n(CC(C)C)c(=O)[nH]c1=O
→ 93.6	93.6	7.3	81.6	-1.4	91.7	-10.5	7.3
> COc1cc(/C=N/NC(=O)c2nnn(-c3nonc3N)c2C(C)C)ccc1O
→ 115.6	77.8	12.7	115.6	-0.5	104.8	-0.5	0.3

The results go on:
Fields – MEP2-GFP yeast	LAP4-GFP MLPCN	procasp3 activ	Yeast superoxide	AHR act	RPL19A-GFP yeast	GASC-1 inh	procasp7 counter
> COCCNC(=O)CSc1nc2nn(-c3ccccc3)c(=O)c-2c2n1CCCCC2
→ 98.6	98.3	-4.1	100.6	-1.4	96.8	-15.0	-4.0
> CN1CCN(c2ccc(NC(=O)COc3ccccc3[N+](=O)[O-])cc2)CC1
→ 98.0	98.6	0.8	101.3	0.8	95.6	-10.9	2.9
> COC(=O)c1oc2ccc(Cl)cc2c1N
→ 96.1	105.5	-5.5	99.5	13.9	95.4	5.7	7.1
> CC1CCc2c(C(=O)NCc3ccco3)csc2C1 (stereo not drawn)
→ 97.1	119.0	-1.7	95.2	-1.9	95.2	-3.4	5.0

Record cards, as listed above. Order of screens: MEP2-GFP yeast, LAP4-GFP MLPCN, procasp3 activ, Yeast superoxide, AHR act, RPL19A-GFP yeast, GASC-1 inh, procasp7 counter
O=C(c1ccccc1F)N(Cc1ccc2c(c1)OCO2)Cc1cc2cc3c(cc2n2nnnc12)OCO3 as listed: 97.5, 96.0, 4.6, 98.1, 4.1, 91.1, 8.5, 2.4
Cc1ccc(NC(=S)N(CCN(C)C)Cc2cc3cc(C)cc(C)c3[nH]c2=O)cc1 as listed: 106.7, 103.3, 5.3, 103.5, 22.9, 105.0, 0.9, -5.3
CCOC(=O)CCCNC(=O)CN1C(=O)NC(CCc2ccccc2)C1=O (stereo not drawn) as listed: 101.4, 103.3, 0.2, 85.8, 3.5, 99.4, 0.5, 6.0

Screening data deposited in PubChem BioAssay by several laboratories.
